# Screening results: PubChem BioAssay, The Scripps Research Institute Molecular Screening Center
# MITF inh: inhibitors of human MITF; O75030; AlphaScreen MITF homodimerization, bead proximity signal; inhibition, % at 2.6 µM; actives 0.91% (n = 650,000); AID 1259374; in the data active = inhibition above about 50%;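 also: 0% = vehicle wells with protein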
# GPR151 ag: human GPR151 activation; Q8TDV0; PathHunter beta-arrestin GPR151 cells, luminescence; activation, % at 11.2 µM; actives 1% (n = 650,000); in the data active = activation above about 4.9%;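 also: 0% = median of compound wells and 100% = cells with positive control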
# TEAD-YAP block: TEAD-YAP interaction inhibition | inhibition, % at 9.12 µM | HEK-TIYL cells, TEAD-Gal4/YAP UAS-luciferase luminescence | AID 1259422 | actives 1.4% (n = 640,000); in the data active = inhibition above about 32%;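 also: 0% = median of test compound wells and 100% = reference inhibitor wells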
# FBW7 act: human FBW7 E3 ligase activation, primary screen; Q969H0; AlphaScreen FBW7–phospho-cyclin E peptide binding, activator screen; normalized activity (activation), % at 26.1 µM; actives 0.13% (n = 650,000); AID 1259310; in the data active = normalized activity above about 1.9%;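 also: purified mutant Fbw7 with reduced substrate affinity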
# Target sequence (Q969H0 whole entry, looked up): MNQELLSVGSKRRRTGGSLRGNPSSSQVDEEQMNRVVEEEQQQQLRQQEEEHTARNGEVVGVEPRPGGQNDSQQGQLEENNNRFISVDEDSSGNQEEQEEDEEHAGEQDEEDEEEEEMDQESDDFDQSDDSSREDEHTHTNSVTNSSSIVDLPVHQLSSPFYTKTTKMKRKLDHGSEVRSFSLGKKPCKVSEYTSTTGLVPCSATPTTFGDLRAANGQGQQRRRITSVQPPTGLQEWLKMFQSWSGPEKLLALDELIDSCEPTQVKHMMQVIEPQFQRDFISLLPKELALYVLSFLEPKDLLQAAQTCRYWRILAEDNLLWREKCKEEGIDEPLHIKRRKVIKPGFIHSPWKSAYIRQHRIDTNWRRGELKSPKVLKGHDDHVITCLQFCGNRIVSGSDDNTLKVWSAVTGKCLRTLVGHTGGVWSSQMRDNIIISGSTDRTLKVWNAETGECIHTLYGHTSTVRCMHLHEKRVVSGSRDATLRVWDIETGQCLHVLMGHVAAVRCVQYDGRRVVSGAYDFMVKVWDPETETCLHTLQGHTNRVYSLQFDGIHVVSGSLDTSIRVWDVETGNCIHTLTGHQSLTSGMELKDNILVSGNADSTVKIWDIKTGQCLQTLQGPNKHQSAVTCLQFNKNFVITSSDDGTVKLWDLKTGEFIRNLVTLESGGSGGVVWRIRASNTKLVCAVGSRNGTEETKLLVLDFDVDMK
# The depositor's hits bear a star.
(1) O=C(CCc1ccccc1)Nc1ccc(S(=O)(=O)NCCc2ccccc2)cc1
(2) CC1(C)CC(NC(=O)CCC2(Cc3ccc(F)cc3)CCC(=O)N2)CCO1 (stereo not drawn)
(3) Cc1cc(C)c(S(=O)(=O)Nc2ccc3c(c2)CC2(O3)N(C)c3ccccc3C2(C)C)c(C)c1 (stereo not drawn)
(4) COc1ccc(CC(C)NN2CCCCC2)c(OC)c1 (stereo not drawn)
(5) Cc1oc(C(=O)N2CCCC2)cc1S(=O)(=O)N(C)c1ccccc1
(6) CS(=O)(=O)C1=NN2C(=N)/C(=C\c3ccc(SCc4ccco4)o3)C(=O)N=C2S1
(7) CC(C)CCNCc1c(C(=O)O)n(Cc2ccc(F)cc2Cl)c2ccccc12
(8) Cc1cc(C)c2oc(-c3ccc(NC(=O)c4ccc(I)cc4)cc3)nc2c1
Screen / compound no.,1,2,3,4,5,6,7,8
MITF inh,7,9,-12,-12,-1,79*,13,12
GPR151 ag,-0.6,0.7,1.2,-1.5,1.5,0.8,-1.6,-1.0
TEAD-YAP block,13,5,-17,1,4,4,13,-44
FBW7 act,0.7,0.1,-0.2,-0.1,0.0,-1.0,-0.1,0.3

(9) O=C(CCCc1cccs1)OCC(=O)c1ccco1
(10) COc1ccc(S(=O)(=O)/N=C2/C=CC(=O)C(C)=C2C)cc1
(11) COc1ccc(NC(=O)/C=C/c2ccc(C)cc2)c(OC)c1
(12) CCN(CC)C(=O)C1CCCN(c2nc(NCCN3CCOCC3)c3ncn(Cc4ccc(C(F)(F)F)cc4)c3n2)C1 (stereo not drawn)
(13) CCCCCCCCNC(=O)C(=O)c1ccccc1NC(C)=O
(14) Cn1ncc2c(Nc3cc(C(F)(F)F)ccc3Cl)ncnc21
(15) C=CCNC1CCN(c2ccc(NC(=O)c3ccc(OC)cc3)cc2)CC1
(16) COc1ccccc1CNC(=O)CCCn1sc2ccccc2c1=O
Screen / compound no.,9,10,11,12,13,14,15,16
MITF inh,17,19,4,2,-4,-5,60*,4
GPR151 ag,1.2,0.8,0.4,1.9,-0.3,0.0,0.0,0.3
TEAD-YAP block,4,-9,-6,0,-6,0,-19,-5
FBW7 act,0.2,0.2,-0.2,-0.1,0.0,-0.1,-0.2,-0.1

(17) O=C(O)c1cc(NS(=O)(=O)c2cc([N+](=O)[O-])ccc2Cl)ccc1O
(18) C=CCONC(=O)c1cnc2sc(C)cn2c1=O
(19) Cc1ccc(NC(=O)COC(=O)CC2Oc3ccccc3NC2=O)cc1 (stereo not drawn)
(20) CCOC(=O)c1ccc(NC(=O)CSc2nnc(NC(=O)CC)s2)cc1
(21) NC(=O)SCC(=O)Nc1cc(Cl)ccc1Cl
(22) CN(C)Cc1c(C(=O)N/N=C/c2ccncc2)nnn1-c1nonc1N
(23) CCSCCOC(=O)C1=C(C)NC2=C(C(=O)C(C(=O)OC)C(C)C2)C1c1ccc(Cl)cc1 (stereo not drawn)
(24) C[C@@H](Cn1nnc2ccccc21)NC(=O)c1ccc(Cn2cccn2)o1
Screen / compound no.,17,18,19,20,21,22,23,24
MITF inh,13,10,35,1,11,5,12,1
GPR151 ag,1.1,-0.7,-1.5,-1.8,-1.0,1.6,0.4,0.0
TEAD-YAP block,0,-10,-5,8,14,3,10,7
FBW7 act,1.1,0.0,0.0,0.0,0.0,0.1,0.6,0.0

(25) CS(=O)(=O)N1CCN(C(=O)c2ccccc2)CC1
(26) Cc1ccc(-c2ccc(S(=O)(=O)N3CCCC3)cc2)cc1
(27) O=C(/C=C/c1cccc(Cl)c1)Nc1ccc(F)cc1
(28) CCOC(=O)CNC(=S)Nc1cccc(OC)c1
(29) COC(=O)CC(N)c1ccc2c(c1)OCO2 (stereo not drawn)
(30) CCOc1cccc(C2CC(c3ccc(CC)cc3)=NC(c3ccc(C)cc3C)N2)c1O (stereo not drawn)
(31) COc1cc2c(cc1OC)n(CC(=O)NCCN1CCN(C)CC1)n1c(C)cc(=O)nc21
(32) NS(=O)(=O)c1ccc(N/N=C/c2ccc(Cl)c(Cl)c2)c([N+](=O)[O-])c1
Screen / compound no.,25,26,27,28,29,30,31,32
MITF inh,5,5,3,-2,11,2,-1,0
GPR151 ag,0.7,0.0,1.1,-0.8,-1.0,-0.5,-0.4,1.2
TEAD-YAP block,0,10,-77,-1,1,-6,-4,-1
FBW7 act,0.1,0.0,0.0,-0.2,-0.1,0.0,-0.1,-0.2

(33) Cc1cccc(NC(=O)c2cc3c(=O)n4ccccc4nc3n(CCc3ccccc3)c2=N)c1
(34) CC(C)(C)C(=O)Nc1nnc(SCC(=O)NC2CC2)s1
(35) CCCCCOc1ccc(C(CC(N)=O)CC(=O)O)cc1 (stereo not drawn)
(36) Cc1ccc(NC(=O)c2sc3ncn(CC(=O)Nc4ccc(C)c(Cl)c4)c(=O)c3c2C)cc1F
(37) N=C1/C(=C/c2cccn2-c2cc([N+](=O)[O-])ccc2Cl)C(=O)N=C2SC=CN12
(38) CNC(=S)NNC(=O)c1cccc2ccccc12
(39) O=C(Nc1ccc(-c2nnn(CC(=O)N3CCc4ccccc4C3)n2)cc1)c1cccnc1
(40) COc1cc2c(cc1OC)C(c1cc([N+](=O)[O-])ccc1O)NCC2 (stereo not drawn)
Screen / compound no.,33,34,35,36,37,38,39,40
MITF inh,-6,2,9,-5,8,0,15,-13
GPR151 ag,-0.7,0.7,0.2,2.6,-1.0,0.2,-0.7,-0.4
TEAD-YAP block,-2,2,1,1,36*,-4,2,-4
FBW7 act,0.1,-0.2,0.2,0.0,-0.1,-0.1,0.2,-0.2

# Copied from above: compounds 1–13
(1) O=C(CCc1ccccc1)Nc1ccc(S(=O)(=O)NCCc2ccccc2)cc1
(2) CC1(C)CC(NC(=O)CCC2(Cc3ccc(F)cc3)CCC(=O)N2)CCO1 (stereo not drawn)
(3) Cc1cc(C)c(S(=O)(=O)Nc2ccc3c(c2)CC2(O3)N(C)c3ccccc3C2(C)C)c(C)c1 (stereo not drawn)
(4) COc1ccc(CC(C)NN2CCCCC2)c(OC)c1 (stereo not drawn)
(5) Cc1oc(C(=O)N2CCCC2)cc1S(=O)(=O)N(C)c1ccccc1
(6) CS(=O)(=O)C1=NN2C(=N)/C(=C\c3ccc(SCc4ccco4)o3)C(=O)N=C2S1
(7) CC(C)CCNCc1c(C(=O)O)n(Cc2ccc(F)cc2Cl)c2ccccc12
(8) Cc1cc(C)c2oc(-c3ccc(NC(=O)c4ccc(I)cc4)cc3)nc2c1
(9) O=C(CCCc1cccs1)OCC(=O)c1ccco1
(10) COc1ccc(S(=O)(=O)/N=C2/C=CC(=O)C(C)=C2C)cc1
Screen / compound no.,1,2,3,4,5,6,7,8,9,10
MITF inh,7,9,-12,-12,-1,79*,13,12,17,19
GPR151 ag,-0.6,0.7,1.2,-1.5,1.5,0.8,-1.6,-1.0,1.2,0.8
TEAD-YAP block,13,5,-17,1,4,4,13,-44,4,-9
FBW7 act,0.7,0.1,-0.2,-0.1,0.0,-1.0,-0.1,0.3,0.2,0.2

(11) COc1ccc(NC(=O)/C=C/c2ccc(C)cc2)c(OC)c1
(12) CCN(CC)C(=O)C1CCCN(c2nc(NCCN3CCOCC3)c3ncn(Cc4ccc(C(F)(F)F)cc4)c3n2)C1 (stereo not drawn)
(13) CCCCCCCCNC(=O)C(=O)c1ccccc1NC(C)=O
Screen / compound no.,11,12,13
MITF inh,4,2,-4
GPR151 ag,0.4,1.9,-0.3
TEAD-YAP block,-6,0,-6
FBW7 act,-0.2,-0.1,0.0

# More records:
(41) COc1ccc(CCNC(=O)c2cc3c(=O)n4cccc(C)c4nc3n2C)cc1
(42) O=C(Cn1nnc(-c2ccc([N+](=O)[O-])cc2)n1)Nc1cccc([N+](=O)[O-])c1
(43) C=C(C)CN1C(=O)NC(CC)(C2CCN(C(=O)c3cc4ccccc4o3)CC2)C1=O (stereo not drawn)
(44) Cn1c(=O)c([N+](=O)[O-])c(Nc2cccc(C(F)(F)F)c2)c2ccccc21
(45) O=C(c1ccco1)N1CCN(c2nccnc2NS(=O)(=O)c2ccccc2)CC1
(46) O=C(Nc1ccc([N+](=O)[O-])cc1Br)C12CC3CC(CC(C3)C1)C2
(47) O=[N+]([O-])c1ccc(S(=O)(=O)NCCc2ccc(C(F)(F)F)cc2)cc1
(48) O=C1c2ccc(-c3nc4ccc(Br)cc4c(=O)o3)cc2C(=O)N1CC1CCCO1 (stereo not drawn)
Screen / compound no.,41,42,43,44,45,46,47,48
MITF inh,1,13,0,14,6,18,3,5
GPR151 ag,-0.3,-1.6,2.4,-1.4,-0.9,-1.1,-1.0,0.4
TEAD-YAP block,-6,2,6,3,-6,-1,18,1
FBW7 act,-0.1,0.6,-0.1,0.1,0.0,-0.1,0.0,-0.2
